Menin-MLL TR inh: displaces Texas Red mutant MLL peptide from human menin; 270,000 tested, 0.23% active; Menin + Texas Red MLL mutant peptide, fluorescence polarization; Potency, µM (series often up to 61.6 µM), inactives show at the top dose FP activity change, negative = inhibition, hits mostly inhibitors; AID 1768; O00255; active = well fitted inhibition curve with a large enough effect in the polarisation, with a control signal flat, not every such curve was filed as active; inconclusive = small, poorly fitted or top-dose-only effect, or effect the other way, or a change in a side signal; inactive = no such curve, though single readings can be large or run the other way; the % refers to the polarisation; note: potency is the fitted concentration of half-maximal effect; % of control where 0% means no effect; many of its hits are not listed in these tables
Target sequence (O00255 whole entry, looked up): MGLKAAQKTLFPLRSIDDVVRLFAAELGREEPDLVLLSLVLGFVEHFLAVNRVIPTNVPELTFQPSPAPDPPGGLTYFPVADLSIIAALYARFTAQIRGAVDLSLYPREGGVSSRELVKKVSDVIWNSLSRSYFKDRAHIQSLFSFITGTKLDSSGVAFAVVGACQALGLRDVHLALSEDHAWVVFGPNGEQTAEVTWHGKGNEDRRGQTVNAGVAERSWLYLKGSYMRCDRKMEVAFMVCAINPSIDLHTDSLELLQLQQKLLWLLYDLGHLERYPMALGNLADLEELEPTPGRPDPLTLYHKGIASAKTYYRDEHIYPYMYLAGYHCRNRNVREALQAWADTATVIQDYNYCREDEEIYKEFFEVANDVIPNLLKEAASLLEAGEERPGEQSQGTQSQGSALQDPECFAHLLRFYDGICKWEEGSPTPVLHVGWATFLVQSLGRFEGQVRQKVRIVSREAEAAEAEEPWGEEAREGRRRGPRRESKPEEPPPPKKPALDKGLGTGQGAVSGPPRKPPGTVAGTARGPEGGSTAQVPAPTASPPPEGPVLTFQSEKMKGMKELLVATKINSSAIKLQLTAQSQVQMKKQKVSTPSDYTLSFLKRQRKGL
PKM2 activator: PKM2 (human) enzyme activation; P14618; purified PKM2, Kinase-Glo ATP luminescence, activation; response scale: 0% is enzyme alone, no compound; Potency, µM (top dose mostly 57.5 µM), inactives show top-dose activation, actives largely listed as activators; 260,000 tested, 0.34% active; AID 1631; note: potency is the fitted concentration of half-maximal effect; % is set by controls: 0 for no effect and ±100 for the full control effect; nearly all actives have a fitted effect of over 55% in size
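Purified hPK-M2 (>95% pure) converted ADP (0.1 mM final) to ATP with 0.5 mM PEP in 50 mM imidazole pH7.2, KCl, MgCl2, Tween 20, BSA; 1 h at room temperature. ATP detected by Kinase-Glo luminescence.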
NPC1 prom act: NPC1 promoter activation | Huh7 NPC1 promoter luciferase reporter, 24 h | Potency, µM (series often up to 9.22 µM), inactives show at the top dose activation, usual class: activators | 320,000 tested, 2.4% active | AID 485313;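 note: potency is the fitted concentration of half-maximal effect; % of control where 0% means no effect; nearly all actives have a fitted effect of over 60% in size; reporter is driven by a mutant NPC1 promoter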
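NPC1 promoter–luciferase Huh7 cells; 24 h compound; luminescence.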
RORg inh: inhibitors of mouse ROR gamma transcriptional activity; P51450; Drosophila S2 Gal4-RORgamma UAS-luciferase reporter, 20 h; Potency, µM (doses to about 53.6 µM), for inactives: at the highest dose activity change, negative = inhibition, most hits filed as inhibitors; 310,000 tested, 5.4% active; AID 2551; note: potency is the fitted concentration of half-maximal effect; % is set by controls: 0 for no effect and ±100 for the full control effect; nearly all actives have a fitted effect of over 60% in size
Target sequence (P51450 whole entry, looked up, the tested form may be a part): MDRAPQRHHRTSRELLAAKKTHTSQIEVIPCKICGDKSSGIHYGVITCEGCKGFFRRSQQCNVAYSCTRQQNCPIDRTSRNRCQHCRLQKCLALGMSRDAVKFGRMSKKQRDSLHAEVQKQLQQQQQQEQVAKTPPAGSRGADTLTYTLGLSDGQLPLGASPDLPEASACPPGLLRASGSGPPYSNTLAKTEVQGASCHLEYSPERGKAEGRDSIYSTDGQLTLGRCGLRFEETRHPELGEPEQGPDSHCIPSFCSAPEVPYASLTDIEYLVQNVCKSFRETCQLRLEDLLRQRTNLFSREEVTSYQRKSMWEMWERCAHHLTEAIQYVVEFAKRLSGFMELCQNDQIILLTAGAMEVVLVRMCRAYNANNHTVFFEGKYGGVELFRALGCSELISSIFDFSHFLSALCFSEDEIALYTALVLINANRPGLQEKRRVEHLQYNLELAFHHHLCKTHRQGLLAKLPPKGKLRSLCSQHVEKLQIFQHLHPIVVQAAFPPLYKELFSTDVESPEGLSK
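Read-out: Photinus luciferase luminescence; inhibitors lower reporter signal. Insect Schneider cells with Gal4-ROR gamma fusion under metallothionein promoter, UAS reporter; 700 uM final copper sulfate induction, 20 hr, ambient temperature.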
p53 reactivation: re-activators of mutant p53. H1299 p53-A138V BP100-luciferase reporter, luminescence, 24 h. Potency, µM (titrated, usually from 92.2 µM), for the others: at the highest dose activity change, positive = activation, most hits filed as activators. 320,000 tested, 0.063% active; note: potency is the fitted concentration of half-maximal effect; % of control where 0% means no effect; nearly all actives have a fitted effect of over 45% in size
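H1299 (p53-null), stable ts p53-A138V + BP100-Luc; 1000 cells/well, Opti-MEM/10% FBS; cpd 4 pt, 1:5; 24 h, 37 deg C, 5% CO2; detection reagent 10 min RT; luminescence.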
Giardia killer: Giardia lamblia killing; Giardia lamblia trophozoite viability; activity change, % at 7.66 µM, hits read low; 340,000 tested, 0.15% active; AID 540267; in the data active = activity change below about -80%; inconclusive = between about -30% and that limit;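 note: parasites exposed to compound for two days anaerobically before the ATP read; % is set by controls: 0 for no effect and ±100 for the full control effect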
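Each well holds 100 Giardia trophozoites and compound. After two days (48 hrs) at 37 deg C in anaerobic conditions, ATP is quantified by luminescence.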
FLuc counter: counter-screen for miR-21 project: firefly luciferase inhibitors or activators; purified FLuc, Km substrates, luminescence inhibition; Potency, µM (highest dose often 57.5 µM), for inactives: at the highest dose activity change, negative = inhibition, usual class: inhibitors; 360,000 tested, 6.9% active; AID 588342;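 note: potency is the fitted concentration of half-maximal effect; plate controls were vehicle for no effect and reference inhibitor for full effect; nearly all actives have a fitted effect of over 55% in size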
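Purified P. pyralis luciferase (10nM final) with 10uM D-luciferin and 10uM ATP (Km levels) in 50mM Tris acetate pH 7.5, 10mM Mg acetate, 0.01% Tween-20, 0.05% BSA; qHTS 6-point titration, ~60 µM downward; luminescence read.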
BRCA1 expr act: BRCA1 expression activation | 380,000 tested, 1.1% active | MCF7-BRCA1-FFLuc reporter, luminescence, 48 h; response scale: scaled: vehicle 0%, 10 µM genistein 100% | Potency, µM (doses to about 46.1 µM), without a hit: at the highest dose activation, usual class: activators; note: potency is the fitted concentration of half-maximal effect; nearly all actives have a fitted effect of over 80% in size; some results filed as inactive show a strong effect at the top dose
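Cells: MCF7-BRCA1-FFLuc, 2000/well. Exposure: 48 h, 37 °C, 5% CO2. Read: luminescence, 15 min post-substrate. Controls: genistein 10 microM (maximal activation), DMSO (neutral).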
Rab9 promoter act: activators of Rab9 promoter | Huh7 Rab9 promoter-luciferase reporter, luminescence, 24 h | Potency, µM (series often up to 9.22 µM), for inactives: at the highest dose activation, negative = inhibition, most hits filed as activators | 320,000 tested, 2.8% active | AID 485297; note: potency is the fitted concentration of half-maximal effect; % of control where 0% means no effect; nearly all actives have a fitted effect of over 60% in size
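Quantitative HTS format; Huh7 Rab9-luciferase reporter cells (1500/well) receive compound 2 h post-plating, incubate 24 h at 37 °C, then get luciferase reagent for 10 min before luminescence reading.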
Gal4-VP16 FLuc: inhibits Gal4-VP16 luciferase reporter, ROR gamma counter-screen; Drosophila S2 Gal4-VP16 UAS-luciferase, luminescence, 20 h; Potency, µM (series often up to 53.6 µM), without a hit: top-dose activity, negative = inhibition, actives largely listed as inhibitors; 310,000 tested, 3.5% active;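 note: Gal4-VP16 expression switched on by copper sulfate through the metallothionein promoter; potency is the fitted concentration of half-maximal effect; % is set by controls: 0 for no effect and ±100 for the full control effect; nearly all actives have a fitted effect of over 50% in size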
ELG1 genotoxic: induces genotoxicity in HEK293T cells with luciferase-tagged ELG1; HEK293T ELG1-luciferase reporter, luminescence, 16 h; Potency, µM (top dose mostly 46 µM), inactives show top-dose activity change, positive = activation, actives largely listed as activators; 330,000 tested, 1.3% active; AID 504466; note: potency is the fitted concentration of half-maximal effect; % of control where 0% means no effect; nearly all actives have a fitted effect of over 60% in size
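Genotoxicity was scored as increased ELG1-luciferase reporter signal, measured by ONE-Glo luminescence (30 min, room temperature). Compound or vehicle exposure of the HEK293T reporter cells lasted 16 hr at 37°C.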
* = called active by the depositor; ? = inconclusive; . = no result given; & = joins results of further samples; [ ] = remark or other dose. Unless noted, calls come from the whole dose curve; as a rule, active = well fitted curve in the direction sought with a large enough effect; inconclusive = small, poorly fitted or top-dose-only effect, or another doubt; inactive = no such curve, though single readings can be large; an effect the other way counts as inactive or inconclusive. These rows are one share of the data; the hit share may differ from the screen's.

SMILES | Menin-MLL TR inh | PKM2 activator | NPC1 prom act | RORg inh | p53 reactivation | Giardia killer | FLuc counter | BRCA1 expr act | Rab9 promoter act | Gal4-VP16 FLuc | ELG1 genotoxic
COc1ccc(-n2nc([N+](=O)[O-])c(=NCCc3ccc(Cl)cc3)n2O)cc1 | ? | 3% | 4% | 15% | 4% | -84* | 1% | 6% | 8% | -5% | -1%
COc1ccccc1N1C(=O)C(Cl)=C(N2CCCC2)C1=O | 4% | 3% | 1% | -10% | . | -1 | 5% | -3% | -3% | 11% | 0%
O=C(O)c1ccccc1-n1c2ccccc2c2ccccc21 | 23% | -3% | -4% | 0% | -3% | -1 | 3% | 0% | -5% | 7% | 0%
Cc1c(C(=O)Nc2ccc(F)cc2)c2ccccn2c1CCc1ccncc1 | -14% | -9% | ? | 10% | 19% | -14 | ? | 6% | ? | ? | -2%
CC1CC(C)CN(Cc2nc(N)nc(Nc3ccccc3)n2)C1 (configuration not stated) | -23% | -1% | -2% | -40% | 13% | 3 | 0% | -8% | 9% | 3% | -1%
Nc1ccccc1C#CCCCCO | -2%&4% | -3%&-7% | 1% | 29%&3% | 19% | 9 | -16% | 18% | -5% | -7%&-18% | -2%
CCOC(=O)c1c(NC(=O)C2CCCCC2C(=O)O)sc2c1CCCCC2 (configuration not stated) | 0% | -19% | -4% | 16% | 8% | 14 | ? | 0% | -1% | -2% | 0%
O=C(CNC(=O)N1CC(=O)Nc2ccccc21)NCCc1ccc(Cl)cc1 | . | . | -1% | -3% | -2% | 15 | 2% | 8% | -3% | 9% | -2%
O=C(CSc1nnc(Cn2c(=O)sc3ccccc32)n1-c1ccccc1)NCC1CCCO1 (configuration not stated) | -16% | -17% | 0% | 0% | 3% | 28 | 1% | -9% | -1% | -8% | -1%
CCCCNCCCOc1cccc(Cl)c1Cl | -1% | -3% | -1% | -15% | -3% | -2 | 2% | -53% | -2% | -1% | 3%
O=[N+]([O-])c1ccc(NCCOc2ccccc2Cl)nc1 | ? | -1% | 22% | ? | -24% | -13 | ? | 49% | 12% | -13% | 4%
O=C1OCCC1Sc1nc2cc(Cl)ccc2s1 (configuration not stated) | -1% | 19% | -6% | -21% | -2% | -5 | -19% | 19% | -10% | -3% | -1%
CCCn1ncc(CN2CCC(Cc3cccc(F)c3)(C(=O)OCC)CC2)c1C | -17% | -5% | 0% | -27% | -3% | -14 | 0% | 32% | 0% | 3% | -5%
O=c1c2sc3ccccc3c2[nH]c(=S)n1CCN1CCOCC1 | -3% | -10% | -1% | -21% | 2% | -13 | ? | -10% | -2% | -1%[10 µM] | 5%
CCCC(=O)Nc1ccc2c(c1)nc(CCNC(=O)c1ccccc1)n2C | -1% | 2% | 2% | 11% | 1% | 9 | 4% | 14% | -4% | 2% | -1%
O=C(NCCN=C1NS(=O)(=O)c2ccccc21)c1ccncc1 | 0% | -5% | -3% | 18% | -1% | 2 | 1% | 9% | 1% | -5% | 0%
O=C(Cc1ccccc1)NNC(=S)NC(=O)c1cccnc1 | . | -1% | -3% | -32% | -3% | ? | 2% | -8% | 0% | -8% | -1%
CCN(c1ccccc1)S(=O)(=O)c1ccc(Cl)c(NC(=O)CN(C)C2CCN(C)CC2)c1 | . | 13% | -4% | -22% | 2% | -3 | 0% | -29% | -1% | -3% | 0%
CCOC(=O)c1sc(=S)n(-c2cccc(OC)c2)c1N | 5% | 3% | -2% | 0% | 1% | -11 | ? | 2% | -4% | -2% | -1%
CN(CC(O)COc1ccccc1F)C1CCCCC1 (configuration not stated) | -9% | 19% | -1% | -4% | -4% | -8 | 1% | -19% | -2% | 1% | -1%
Cc1ccc2nc(-c3ccc(N4C(=O)CC(N5CCC(C(N)=O)CC5)C4=O)cc3)sc2c1 (configuration not stated) | -1% | 8% | 5% | 0% | ? | . | 2.7µM* | . | 1% | -4% | ?
O=Cc1c[nH]c2cccc(OCc3ccccc3)c12 | . | . | 17% | . | ? | 25 | 11µM* | -27% | 30% | . | 11%
CC(NC(=O)CCCCCN1C(=O)c2ccccc2C1=O)c1ccc2c(c1)CCCC2 (configuration not stated) | -8% | 0% | 0% | ? | -9% | 1 | 2% | 10% | 0% | 3% | -4%
Cc1onc(-c2ccccc2)c1C(=O)N(C)CCc1ccccn1 | . | -3% | -5% | -6% | -1% | 11 | -3% | 3% | 10% | 6% | 3%
O=C(CNC(=O)Cn1ccc2ccccc2c1=O)NCCCN1CCN(c2cccc(Cl)c2)CC1 | 0% | -7% | 1% | 27% | -3% | 12 | 1% | -22% | -1% | ? | -2%
CCn1c(CNC(=O)c2ccccc2F)nnc1SCc1nc2ccccc2c(=O)[nH]1 | ? | -2% | 0% | 2% | 0% | . | 0% | . | -1% | -2% | -1%
C=CCn1c(SCC(=O)Nc2ccc(-c3nc4ccc(C)cc4s3)cc2)nnc1-c1ccncc1 | 10% | 0% | ? | 8% | ? | 3 | ? | ? | ? | 6% | ?
CCN(C(=O)COn1nnc2ccc(S(=O)(=O)N(C)C)cc21)C1CCS(=O)(=O)C1 (configuration not stated) | . | . | 0% | . | 1% | 1 | 4% | -16% | 0% | . | -2%
Cc1cccc(NC(=S)NCCN2CCOCC2)c1 | 1% | -2% | 15% | ? | 4% | -9 | 4% | -5% | 10% | ? | -4%
N#Cc1c(NC(=O)C2CC(c3ccccc3Cl)=NO2)sc2c1CCC2 (configuration not stated) | -14% | 2% | 2% | 16% | 3% | 19 | ? | 1% | -6% | 3% | -2%
COc1ccc(N2CCC(CNC(=O)Nc3cccc(OC)c3)C2)cc1 (configuration not stated) | ? | 2% | -1% | 18% | -1% | -7 | -15% | -63% | -1% | 16% | -9%
CC#CC[N+](C)(C)CC(=O)c1ccccc1 | . | -15% | 3% | -2% | -5% | 22 | 0% | 8% | -4% | -8% | -2%
CN(c1ccccc1)S(=O)(=O)c1cccc(NC(=O)CCNC(=O)c2ccc(Cl)cc2)c1 | . | . | -3% | . | -8% | -19 | . | -67% | 2% | . | -8%
Cc1noc(C)c1C(=O)N1CCN(c2ccc(OCc3ccccc3)cc2)CC1 | . | -2% | -3% | 26% | -5% | 4 | 2% | -10% | -10% | 27% | -4%
CC(C)Nc1nc(-c2ccncc2)nc(-c2ccc(Cl)cc2)c1C#N | 7% | -1% | -7% | -15% | 5% | 25 | -3% | -15% | 1% | 4% | 2%
CC1=NN(c2nc(-c3ccc(C)cc3)cs2)C(=O)C1N=Nc1ccc(C(N)=O)cc1 (configuration not stated) | ? | . | -10% | 12% | -5% | -16 | ? | -37% | -2% | -10% | 2%
Cc1cc(N2CCC(C)CC2)n2ncc(-c3ccccc3)c2n1 | 9% | -1% | 0.35µM* | ? | ? | 1 | 0.76µM* | ? | 0.32µM* | ? | 0.41µM*
O=C1CCCN1CC(=O)N1CCCC(Nc2cccc(F)c2)C1 (configuration not stated) | 8% | -5% | -2% | 5% | -9% | -23 | -1% | -8% | 0% | 4% | 1%
O=C1C(C2=NC(c3ccccn3)C3C(=O)N(c4ccccc4)C(=O)C23)=C(O)c2ccccc21 (configuration not stated) | . | 4% | 1% | ? | 5% | -25 | 3% | -4% | -2% | 3% | 3%
COC(=O)c1c(C)[nH]c(C(=O)C(C)Sc2nnc(-c3cc(OC)c(OC)c(OC)c3)o2)c1C (configuration not stated) | 1% | -2% | -21% | 3% | 1% | -7 | 5% | -23% | -5% | -1% | -6%
Cc1n[nH]c(=O)nc1NCC1CCCO1 (configuration not stated) | 2% | 6% | -2% | -12% | 3% | 23 | 8% | 12% | -2% | -3% | -2%
CC1CCCC(NC(=O)CSc2nncs2)C1C (configuration not stated) | . | . | 1% | . | -6% | 35[activator] | -2% | 7% | -5% | . | 1%
Cc1onc(-c2ccccc2Cl)c1C(=O)N1CCCCC1 | -4% | -1% | -4% | -5% | 0% | -5 | 1% | 3% | 14% | 14% | 0%

Three entries out of the list, ordered by molar mass, ascending:
SMILES | Menin-MLL TR inh | PKM2 activator | NPC1 prom act | RORg inh | p53 reactivation | Giardia killer | FLuc counter | BRCA1 expr act | Rab9 promoter act | Gal4-VP16 FLuc | ELG1 genotoxic
CC1CCCC(NC(=O)CSc2nncs2)C1C (configuration not stated) | . | . | 1% | . | -6% | 35[activator] | -2% | 7% | -5% | . | 1%
COc1ccc(N2CCC(CNC(=O)Nc3cccc(OC)c3)C2)cc1 (configuration not stated) | ? | 2% | -1% | 18% | -1% | -7 | -15% | -63% | -1% | 16% | -9%
COC(=O)c1c(C)[nH]c(C(=O)C(C)Sc2nnc(-c3cc(OC)c(OC)c(OC)c3)o2)c1C (configuration not stated) | 1% | -2% | -21% | 3% | 1% | -7 | 5% | -23% | -5% | -1% | -6%

Source: PubChem (National Center for Advancing Translational Sciences (NCATS))
